# XiGFP reactiv: activators of inactive X chromosome reactivation, primary screen, imaging, XiGFP fibroblasts, GFP high-content imaging, set 2; activation, % at 7.58 µM; XiGFP mouse fibroblasts, % GFP-positive cells imaging, 3 d; cells co-treated with 5-aza-dC sensitizer; scaled so ellipticine positive control = 100%; 360,000 compounds, 0.055% hits;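 active = mean normalized replicate activation at least 10% and every replicate at or above 10%; inconclusive = only one of the two criteria met; inactive = mean below 10% and not all replicates reach 10%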;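 also: 0% = median of on-plate neutral control wells and 100% = ellipticine 6 µM median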
#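 Material: XiGFP fibroblasts, SV40-immortalized. Buffer or medium: DMEM plus 5-aza-dC sensitizer. Compound: single concentration per compound, delivered by pin transfer. Times: 3 days compound exposure. Controls: ellipticine 6 µM.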
# esBAF inh: Bmi1 luciferase reporter increase in mESCs, primary screen, esBAF inhibitor project, mouse ES cells, Bmi1 luciferase knock-in, single point; reporter increase, % at 12.5 µM; 24 h; 100% = twice the neutral-well signal; 350,000 compounds, 2% hits; in the data active = activation above about 40%; inconclusive = no clear call, values can overlap the other calls;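 also: 0% = median of the plate's neutral control wells and 100% = double that signal; a rise in the Bmi1 reporter signal indicates esBAF inhibition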
# RAD54 inh: inhibitors of human RAD54 branch migration, primary screen, biochemical, fluorescence, single point; DNA repair and recombination protein RAD54-like (Homo sapiens), Q92698; RAD54 Holliday junction branch migration, FAM/BHQ fluorescence; inhibition, % at 10.4 µM; 360,000 compounds, 0.14% hits;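 active = mean normalized replicate activity at least 40 and at least half of replicates scoring 40 or more; inconclusive = only one of the two criteria met; inactive = mean below 40 and under half of replicates reaching 40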;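 also: 0% = median of neutral control wells and 100% = median of positive control wells; inhibitors cause a drop in the FAM fluorescence signal; in these data hits start at about 50%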
# Target sequence (Q92698 whole entry, looked up): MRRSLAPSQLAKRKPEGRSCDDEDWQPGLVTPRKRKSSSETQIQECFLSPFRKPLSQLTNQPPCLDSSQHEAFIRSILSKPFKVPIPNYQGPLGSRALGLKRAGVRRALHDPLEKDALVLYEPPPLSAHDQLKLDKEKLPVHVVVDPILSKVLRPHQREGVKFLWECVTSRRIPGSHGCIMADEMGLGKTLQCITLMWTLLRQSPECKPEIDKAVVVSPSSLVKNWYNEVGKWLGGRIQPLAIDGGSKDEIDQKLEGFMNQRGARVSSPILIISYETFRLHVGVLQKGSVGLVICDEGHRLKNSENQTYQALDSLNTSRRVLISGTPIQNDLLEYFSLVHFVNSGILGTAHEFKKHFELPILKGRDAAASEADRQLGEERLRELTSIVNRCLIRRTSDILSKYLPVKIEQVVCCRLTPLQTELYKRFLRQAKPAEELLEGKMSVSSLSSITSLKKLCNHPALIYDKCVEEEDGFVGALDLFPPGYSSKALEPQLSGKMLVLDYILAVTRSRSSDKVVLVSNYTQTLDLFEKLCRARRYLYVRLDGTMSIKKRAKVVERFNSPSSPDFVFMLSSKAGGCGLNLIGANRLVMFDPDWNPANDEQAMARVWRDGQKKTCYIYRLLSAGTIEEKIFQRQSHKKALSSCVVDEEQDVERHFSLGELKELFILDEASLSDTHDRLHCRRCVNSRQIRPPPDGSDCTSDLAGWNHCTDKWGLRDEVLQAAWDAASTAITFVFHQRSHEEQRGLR
# F508del corr: F508del CFTR correction, initial screen, CFBE line, single point. CFBE cells, YFP halide quenching; stimulated with forskolin plus potentiator P3; % fluorescence drop versus neutral controls. activity (quench increase), % at 7.58 µM. 350,000 compounds, 0.36% hits. AID 720511, 2013;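 active = mean added fluorescence quench of at least 8% versus neutral control, with both replicates also reaching 8%; inconclusive = only one of the mean or replicate conditions met; inactive = mean below 8% and not both replicates reaching 8%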;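 also: cells transiently co-express mutant CFTR-F508del with the halide-sensitive YFP; corrector assay measuring rescue of mutant channel to the surface after 24 h compound exposure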
# ARNT-TACC3 inh: disruptors of ARNT/TACC3 protein interaction, primary screen, biochemical, AlphaScreen, single concentration; Transforming acidic coiled-coil-containing protein 3 (Homo sapiens), Q9Y6A5; AlphaScreen His-ARNT PAS-B/GST-TACC3 binding, luminescence; TACC3 fragment carries E629A point mutation; inhibition, % at 9.99 µM; 390,000 compounds, 0.66% hits; AID 623870, 2012;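 active = mean inhibition of replicates at least 50% and at least half of replicates each reaching 50%; inconclusive = half or more replicates reach 50% but mean below 50%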;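 also: 0% = complete ARNT plus TACC3 wells and 100% = ARNT alone without TACC3; many hits fall short of the cut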
# INS-1E GSIS act: GLuc luminescence reporter in INS-1E cells, primary screen for activators of glucose-dependent secretion of insulin; INS-1E GLuc reporter insulin secretion, 2-3 h; activation, % at 16.6 µM; 370,000 compounds, 0.61% hits;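 active = lowest replicate activation of at least 40%, so every replicate reaches that level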;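 also: 0% = median of neutral control wells and 100% = median of IBMX positive control wells; some compounds called inactive have numbers as strong as hits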
# RAD52 anneal inh: RAD52 DNA annealing inhibitors, primary screen, biochemical, FRET, single point, set 2; DNA repair protein RAD52 homolog (Homo sapiens), P43351; recombinant RAD52 DNA annealing, FRET fluorescence; inhibition, % at 18.7 µM; 360,000 compounds, 0.46% hits; AID 651710, 2012;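 active = every replicate showing at least 50% inhibition; inconclusive = mean inhibition at least 50% but not in every replicate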
# ERAP1 inh: human ERAP1 aminopeptidase inhibitors, primary screen, biochemical, single point, plate reader; recombinant ERAP1, Leu-AMC fluorescence, 60 min; inhibition, % at 10.7 µM; Endoplasmic reticulum aminopeptidase 1 (Homo sapiens), Q9NZ08; 340,000 compounds, 0.15% hits;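 active = mean replicate inhibition of at least 30%, or all replicates individually reaching that 30% level; inactive = mean below 30% and not every replicate reaching it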;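 also: 0% = neutral control wells and 100% = L-leucinethiol positive control wells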
# An asterisk follows results filed as active; i = inactive; ? = inconclusive; . = not tested or not shown.
SMILES,XiGFP reactiv,esBAF inh,RAD54 inh,F508del corr,ARNT-TACC3 inh,INS-1E GSIS act,RAD52 anneal inh,ERAP1 inh
COCCn1c(SCC(=O)Nc2cc(C)on2)nnc1-c1c[nH]c2ccccc12,-0.1,3,-2,1.8,-5,.,0,1
CCOC(=O)N1CCN(C(=O)c2noc3c2COc2ccccc2-3)CC1,0.0,35,0,1.9,-4,18,-3,-1
COc1ccccc1N(C)S(=O)(=O)c1ccc(C(=O)Nc2nc(C)cs2)cc1,0.0,.,.,-1.6,1,-21,-33,2
CC(=O)Oc1ccc(OC(C)=O)c2c1C1C=CC2CC1,0.3,.,.,-8.6,1,-6,-16,4
O=C(CSc1nc(-c2ccccc2)cc(=O)[nH]1)Nc1ccccc1F,0.0,5,-29,2.8,6,15,-10,-1
Cc1ccc(S(=O)(=O)N(C)C[C@H]2Oc3c(NC(=O)C4CCCCC4)cccc3C(=O)N([C@@H](C)CO)C[C@@H]2C)cc1,0.1,8,6,-2.4,22,0,14,-6
COc1ccc(C2=CSC3=NNC4(CCCCC4)NN23)cc1,0.2,.,.,0.1,19,25,-8,0
CCCn1nnnc1SCC(=O)N1CCCCC1,0.5,2,-4,0.6,-2,19,-9,2
O=C(O)c1cccc(NC2=Nc3cccc4cccc2c34)c1,0.0,26,.,-1.4,-15,15,-65,2
CCS(=O)(=O)NCCNc1ccc([N+](=O)[O-])cc1,0.2,1,11,-2.8,-4,-2,-9,6
COc1cccc(OCCNC(=O)c2ccc(C)cc2)c1,0.2,13,.,-3.8,.,9,-10,-1
O=C(C[C@H]1C=C[C@@H](NC(=O)Cc2cccnc2)[C@H](CO)O1)Nc1ccc(-c2ccccc2)cc1,0.5,.,.,-3.0,.,-8,-1,3
COc1ccc(OC)c(-n2c(-c3ccc(C)cc3)n[nH]c2=S)c1,.,-2,3,.,3,16,.,.
Cc1nc(C(F)(F)F)ccc1C(=O)N1CCC1(C)C(=O)NCc1ccc(Cl)cc1 (centres undefined),0.6,4,5,-4.8,.,-19,-3,1
CCC1CCCCN1CCCNC(=O)Cn1ncn2nc(-c3ccc(OC)cc3)cc2c1=O (centres undefined),0.0,5,16,0.2,5,-2,-60,-1
CC(C)CCN1CC(O)=C(c2nc3ccccc3[nH]2)C1=N,.,10,11,.,34,-5,.,.
Cc1c(C(=O)NCCCn2ccnc2)oc2ccccc12,0.0,7,-4,3.7,8,2,-18,-5
CC1CCN(C(=O)Cn2nnc(-c3ccc([N+](=O)[O-])cc3)n2)CC1,0.1,1,-6,2.8,-2,-9,-17,2
O=C(CCC(=O)N1CCN(S(=O)(=O)c2ccc(Cl)cc2)CC1)NCc1cccc(C(F)(F)F)c1,0.1,0,3,-5.1,-1,-19,-16,-3
CS(=O)(=O)Nc1ccc(C2=NN(C(=O)c3ccco3)C(c3cccc(F)c3)C2)cc1 (centres undefined),-0.1,14,-1,.,.,-4,-13,-2
O=c1c(Cc2c(F)cccc2Cl)c(O)ccn1Cc1ccc(F)cc1,0.1,.,.,-0.9,0,-19,-5,.
CCCC[C@@H]1C[C@H]1[C@@H](NC(=O)c1ccco1)c1ccc(Cl)cc1,0.0,-7,9,-2.1,-6,-48,-8,3
COc1c2c(c3c(c1OC)c(=O)c1ccccc1n3C)OCO2,0.2,-9,18,-1.9,11,10,-21,-3
COc1cccc(-c2nc(CS(=O)(=O)CC(=O)NC3CCC(C)CC3)c(C)o2)c1 (centres undefined),0.0,.,.,1.2,-8,-10,-12,3
CC(=O)Nc1cccc(NC(=O)CSc2ccc3nnc(CCNC(=O)c4ccccc4)n3n2)c1,0.8,.,.,-0.6,1,-5,-9,-1
Cc1ccc(C(=O)N2CCCC(CCC(=O)N3CCN(c4ccccn4)CC3)C2)cc1 (centres undefined),-0.1,0,-8,-2.0,-11,-10,-1,-2
CCC1CCCCN1CCCNC(=O)CN1C(=O)c2cccnc2Oc2ccc(C)cc21 (centres undefined),0.2,0,-7,2.7,-1,24,-10,-4
O=C(NCc1cccs1)C1CCCN1C(=O)Nc1cccc(F)c1 (centres undefined),0.0,5,0,-1.8,-4,-7,-2,-2
O=C(Cc1ccc(NC2=NC3CS(=O)(=O)CC3S2)cc1)NCc1ccccc1Cl (centres undefined),-0.1,-1,10,-2.9,-2,-8,-1,6
COCCCNC(=O)C1CCC(=O)N(c2ccc3c(c2)OCO3)C1c1ccc(OC)cc1 (centres undefined),-0.1,-5,-18,1.0,-4,1,-15,-2
Cc1ccc(C(=O)NCC(=O)N2CCN(c3ccccc3)CC2)cc1,0.0,1,5,4.0,-10,-2,2,0
O=C(c1cccc(F)c1)N1CCCCN2[C@H](CO)[C@H](c3ccc(-c4ccc(F)cc4)cc3)[C@@H]2C1,.,.,4,-0.9,3,.,34,-1
CN(C)S(=O)(=O)N1CCN(S(=O)(=O)N2CCOCC2)CC1,0.0,.,.,-0.6,-9,11,-17,3
CC(C)(C)C(=O)NNC(=O)c1ccc(Oc2cc(Cl)cc(Cl)c2)o1,0.0,5,.,-0.2,-3,2,2,.
Cc1ccc(Cn2nc(C)c3cc(C(=O)OCC(N)=O)sc32)cc1,.,-1,0,.,-21,14,.,.
CCc1nc2sc3ccccc3c(=O)c2c(=O)n1CCOC,.,11,4,.,21,8,.,.
C[C@@H](NC(=O)C[C@@H]1CC[C@H]2[C@@H](COc3ccc(NC(=O)C4CCOCC4)cc3C(=O)N2C)O1)c1ccccc1,0.0,0,.,-1.5,.,4,.,.
CCOc1ccc(NC(=S)NCc2nc3ccccc3[nH]2)cc1,0.1,.,.,1.7,5,5,-16,4
N#Cc1c(N)n[nH]c1CCCN,.,-5,12,-2.0,3,9,-47,0
Cc1cc(C)c(NC(=O)Cc2ccc(-n3cccc3)cc2)c(C)c1,0.0,.,4,.,-9,-1,.,.
O=S(=O)(c1ccccc1F)N1CCN(c2nc3ccccc3s2)CC1,0.0,.,.,-0.3,1,7,-4,0
COc1ccc2[nH]c3c(=O)n(CCCCC(=O)N4CCCC4)c(=S)[nH]c3c2c1,.,-3,2,.,0,1,3,3
CC(C)(C)C1CCC(=NNC(=O)CN(c2ccccc2)S(C)(=O)=O)CC1 (centres undefined),0.4,4,8,.,1,4,-6,11
O=C(O)c1ccc(Nc2ccc(F)c(F)c2)c([N+](=O)[O-])c1,0.0,-3,4,-1.6,-16,1,-7,-5
COc1ccc(-n2c3c(c(=O)[nH]c2=O)C(NC(C)=O)(C(F)(F)F)C(=O)N3)cc1 (centres undefined),-0.2,4,-1,2.0,0,2,-14,-2
Cc1cc(C)cc(-n2ncc3c2CCCC3NC(=O)C2CCC2)c1 (centres undefined),0.0,12,-11,2.5,-2,.,-1,1
CC1CCCN(c2nc(NCc3ccco3)nc(N)c2[N+](=O)[O-])C1 (centres undefined),-0.3,.,.,.,9,27,-12,6
CCOC(=O)Cc1csc(NC(=O)c2ccc(C)o2)n1,.,15,0,.,2,16,.,.
COc1ccccc1CO/N=C/NC(=O)c1c(OC)ccnc1Oc1ccc(F)cc1,.,2,5,.,-21,-4,-11,-1
COc1ccc(C(=O)N2N=C(c3cccc(OC)c3)CC2(O)C(F)(F)F)cc1 (centres undefined),0.4,-4,0,-1.8,3,6,-1,4
CC(SC1=NCCS1)C(=O)Nc1nnc(-c2ccc(F)cc2)s1 (centres undefined),0.0,?,1,3.6,-7,-3,-13,4
CCOC(=O)CN1C(=O)C(=O)N(Cc2ccccc2)C1=O,0.1,-6,-1,0.1,-15,5,-8,3
Clc1cc(-c2ccccc2)nc(-c2ccccc2)n1,0.0,.,.,-2.7,-18,.,-12,.
Cc1ccc(-n2nc3c(c2NC(=O)c2ccco2)CS(=O)C3)cc1 (centres undefined),0.1,1,2,1.2,1,9,-7,0
Cc1ccc(NC(=O)COC(=O)COc2ccc(Cl)cc2C)c([N+](=O)[O-])c1,0.3,-1,8,.,-13,-17,.,.
O=C(NCc1ccc(OC(F)(F)F)cc1)c1cccc2c1C(=O)c1ccc(N3CCCCC3)cc1S2(=O)=O,0.4,10,-21,-2.3,0,-4,i,.
O=C(NC1CCN(Cc2ccccc2)CC1)C1CCN(S(=O)(=O)c2cccc3cccnc23)CC1,0.3,4,-6,-2.5,-2,22,-53,.
CCSc1nnc(Cc2cc(=O)[nH]c(=O)[nH]2)n1-c1cccc(C)c1,0.0,0,-6,-1.8,0,12,-9,.
Cc1ccccc1NS(=O)(=O)c1ccc2c(c1)CCC(=O)N2,0.2,-5,0,-4.6,.,30,2,1
O=C(NCCCNC(=O)c1ccccn1)c1ccccn1,.,2,1,.,3,3,1,-1

# Shown as tab-separated lines: entries from further up.
Compound	XiGFP reactiv	esBAF inh	RAD54 inh	F508del corr	ARNT-TACC3 inh	INS-1E GSIS act	RAD52 anneal inh	ERAP1 inh
COCCn1c(SCC(=O)Nc2cc(C)on2)nnc1-c1c[nH]c2ccccc12	-0.1	3	-2	1.8	-5	.	0	1
CCOC(=O)N1CCN(C(=O)c2noc3c2COc2ccccc2-3)CC1	0.0	35	0	1.9	-4	18	-3	-1
COc1ccccc1N(C)S(=O)(=O)c1ccc(C(=O)Nc2nc(C)cs2)cc1	0.0	.	.	-1.6	1	-21	-33	2
CC(=O)Oc1ccc(OC(C)=O)c2c1C1C=CC2CC1	0.3	.	.	-8.6	1	-6	-16	4
O=C(CSc1nc(-c2ccccc2)cc(=O)[nH]1)Nc1ccccc1F	0.0	5	-29	2.8	6	15	-10	-1

# Continued.
SMILES,XiGFP reactiv,esBAF inh,RAD54 inh,F508del corr,ARNT-TACC3 inh,INS-1E GSIS act,RAD52 anneal inh,ERAP1 inh
C[C@@H]1CCCCO[C@H](CN(C)S(=O)(=O)c2ccc(Cl)cc2)[C@H](C)CN([C@@H](C)CO)C(=O)c2cc(NC(=O)CCC(F)(F)F)ccc2O1,0.6,4,-2,3.4,-5,-13,-27,1
Cc1cc(F)ccc1NC(=O)c1cc(S(=O)(=O)N2CCCC2)cn1C,0.0,2,1,-2.4,-4,.,-5,-2
CCNC(C(=O)c1c[nH]c2c(CC)cccc12)c1ccccc1 (centres undefined),0.2,6,9,-1.1,7,-3,-7,0
C[C@@H]1CN([C@H](C)CO)C(=O)c2cc(NC(=O)CCC(F)(F)F)ccc2O[C@@H]1CN(C)C(=O)Nc1ccc2c(c1)OCO2,-0.9,3,6,-1.2,-8,8,-6,4
COc1cc(NC(=O)c2ccc(CNc3c(N4CCOCC4)c(=O)c3=O)cc2)cc(OC)c1,0.0,-6,19,-3.1,5,-6,-41,1
O=C(CSc1nc(C(F)(F)F)cc(=O)[nH]1)N1CCCCCC1,-0.2,.,-1,-2.8,-4,6,-15,0
CC(C)c1ccc(NC(=O)[C@H]2CSCN2C(=O)[C@@H]2CCC(=O)N2)cc1,0.0,3,4,-0.6,-2,-22,-11,-3

# Screening results from PubChem.
